GLP1R inv ag = inverse agonists of human GLP-1 receptor; P43220; HEK293 GLP-1R CRE-luciferase, luminescence, 24 h; GLP-1R form is constitutively active; Potency, µM (titrated, usually from 38.3 µM), inactives show at the top dose activity change, negative = inhibition, actives largely listed as inhibitors; 410,000 tested, 1.6% active; further: potency means the concentration at half of the fitted maximal effect; on the % scale 0 is the no-effect control and ±100 the full control effect; nearly all actives have a fitted effect of over 55% in size
Target sequence (P43220 whole entry, looked up): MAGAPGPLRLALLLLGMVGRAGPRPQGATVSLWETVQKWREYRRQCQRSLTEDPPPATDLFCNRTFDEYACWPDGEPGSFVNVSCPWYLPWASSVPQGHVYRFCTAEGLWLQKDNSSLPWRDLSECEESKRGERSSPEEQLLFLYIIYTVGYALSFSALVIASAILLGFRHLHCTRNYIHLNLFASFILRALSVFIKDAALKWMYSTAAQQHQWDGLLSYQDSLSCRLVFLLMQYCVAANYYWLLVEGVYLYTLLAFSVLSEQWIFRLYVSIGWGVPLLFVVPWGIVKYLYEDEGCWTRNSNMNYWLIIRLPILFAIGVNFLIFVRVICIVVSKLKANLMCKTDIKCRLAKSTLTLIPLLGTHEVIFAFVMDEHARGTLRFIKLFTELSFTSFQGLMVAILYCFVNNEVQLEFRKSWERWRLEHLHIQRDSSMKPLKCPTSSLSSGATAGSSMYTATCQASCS
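Seeding at 200 cells/uL, 12 h culture, 24 hr compound treatment, then luciferase reagent and a luminescence read; cells are HEK293 stably expressing a constitutively active GLP-1R plus cAMP-responsive luciferase.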
GLP1R cytotox = cytotoxic in the GLP-1 receptor inverse agonist counter-screen. HEK293 cAMP-luciferase reporter cells, luminescence, 24 h. Potency, µM (highest dose often 38.3 µM), for the others: at the top dose activity change, negative = inhibition, hits mostly inhibitors. 410,000 tested, 0.13% active. AID 624418;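 further: loss of luciferase light is scored as toxicity; potency means the concentration at half of the fitted maximal effect; on the % scale 0 is the no-effect control and ±100 the full control effect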
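Cells in DMEM/10% Nu serum/1% pen-strep, 1536-well format. Pre-incubated 12 h, dosed with 23 nL compound, incubated a further 24 h. Luciferase detection, 12 min at room temp, luminescence.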
TDP43 rescue = inhibitors of TDP-43 toxicity in yeast; TDP-43 expressing yeast growth rescue, BacTiter-Glo, 24 h; Potency, µM (titrated, usually from 46.1 µM), without a hit: at the top dose growth rescue (activation), most hits filed as activators; 410,000 tested, 1.8% active; further: potency means the concentration at half of the fitted maximal effect; % of control where 0% means no effect; nearly all actives have a fitted effect of over 50% in size
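Yeast cells expressing TDP-43 under galactose induction are exposed to compounds for 24 hr at 30 deg C. BacTiter-Glo luminescence measures growth, so protective compounds score as activators.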
PTHR1 agonist = activates the human parathyroid hormone receptor PTHR1 | Q03431 | HEK293 GP2 PTHR1 cells, GloSensor cAMP luminescence, 1 h | Potency, µM (highest dose often 115 µM), without a hit: top-dose activation, hits mostly activators | 410,000 tested, 0.075% active | AID 743266; further: potency means the concentration at half of the fitted maximal effect; nearly all actives have a fitted effect of over 55% in size; some results filed as inactive show a strong effect at the top dose; inactives centre near -15; many of its hits are not listed in these tables
Target sequence (Q03431 whole entry, looked up): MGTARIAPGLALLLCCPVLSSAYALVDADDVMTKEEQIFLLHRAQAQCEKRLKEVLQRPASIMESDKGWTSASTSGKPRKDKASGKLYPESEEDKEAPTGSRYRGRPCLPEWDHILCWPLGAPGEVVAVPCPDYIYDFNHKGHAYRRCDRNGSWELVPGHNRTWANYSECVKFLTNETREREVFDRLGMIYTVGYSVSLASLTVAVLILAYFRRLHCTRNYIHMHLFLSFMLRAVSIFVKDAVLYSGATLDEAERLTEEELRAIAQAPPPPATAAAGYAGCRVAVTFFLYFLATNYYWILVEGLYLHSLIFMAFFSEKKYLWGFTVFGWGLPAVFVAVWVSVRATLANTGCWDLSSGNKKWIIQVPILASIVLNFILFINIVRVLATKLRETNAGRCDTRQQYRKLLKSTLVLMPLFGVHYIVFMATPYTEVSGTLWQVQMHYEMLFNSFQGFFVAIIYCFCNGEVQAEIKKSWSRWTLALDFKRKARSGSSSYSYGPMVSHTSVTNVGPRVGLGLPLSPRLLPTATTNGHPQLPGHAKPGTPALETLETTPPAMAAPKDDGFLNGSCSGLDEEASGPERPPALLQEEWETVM
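HEK-293-derived GP2 cells expressing PTHR1 and a GloSensor cAMP reporter, 3,000/well, plated overnight, given luciferin plus IBMX (each 0.5 mM as added) for 1 h at 37 °C, then compound for 1 h at 37 °C. Luminescence was read after 15 min at room temperature.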
MmCpn inh = blocks the Methanococcus maripaludis chaperonin Mm-Cpn. 330,000 tested, 0.031% active. AID 504842. Potency, µM (series often up to 76.9 µM), without a hit: at the top dose activity, negative = inhibition, most hits filed as inhibitors. purified Mm-Cpn ATPase, ADP Transcreener TR-FRET; further: potency means the concentration at half of the fitted maximal effect; on the % scale 0 is the no-effect control and ±100 the full control effect; nearly all actives have a fitted effect of over 80% in size
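Reaction buffer contained 30 mM Tris pH 7.4, 100 mM KCl, 5 mM MgCl2 and 1 mM DTT. Mm-CPN (25 nM final) hydrolysed 10 uM ATP over 30 min at 37°C; ADP was read by HTRF.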
FUS suppressor = FUS proteinopathy suppression in yeast. S. cerevisiae FUS-expressing, growth rescue, OD600, 24 h. Potency, µM (doses to about 76.6 µM), for the others: at the highest dose growth rescue (activation), most hits filed as activators. 390,000 tested, 0.24% active. AID 1347120;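 further: potency means the concentration at half of the fitted maximal effect; plate controls were DMSO vehicle for no effect and reference control for full effect; nearly all actives have a fitted effect of over 55% in size; some results filed as inactive show a strong effect at the top dose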
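Yeast FUS proteinopathy model; galactose-induced FUS (2%), starting OD 0.005. Cpds in dilution series, 24hr, 30C, 99% humidity. Abs 600 nm growth. Pos ctrl CP55940 (top 92uM final); neg ctrl DMSO.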
aSyn rescue = alpha-synuclein toxicity inhibition in yeast; Yeast expressing alpha-synuclein, growth rescue, BacTiter-Glo, 24 h; Potency, µM (doses to about 46.1 µM), for inactives: at the highest dose growth rescue (activation), most hits filed as activators; 370,000 tested, 0.14% active; AID 652106; further: potency means the concentration at half of the fitted maximal effect; % of control where 0% means no effect; nearly all actives have a fitted effect of over 65% in size
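Screening used galactose-induced yeast with toxic alpha-synuclein levels, exposed to compound for 24 hr at 30 deg C. Cell growth, read with BacTiter-Glo luminescence, gave the measured signal.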
pAkt inh = Akt phosphorylation inhibition; Neuro2A IGF-stimulated pAkt S473 HTRF, 20 min; stronger effect = lower value; activity change, % for hits at 50 µM; 360,000 tested, 0.32% active; AID 651550; in the data active means activity change below about -80%; inconclusive means mostly about -51% to -80%; further: on the % scale 0 is the no-effect control and ±100 the full control effect
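Single-point screen (50 µM final compound) in Neuro2A cells stimulated 20 min with 6 nM IGF at 37 deg C. After lysis, Ser473-phosphorylated Akt read by HTRF (ex 330 nm, em 615/665 nm) as the 665/615 ratio.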
Abeta yeast res = restores growth of yeast expressing A-beta42 peptide | yeast expressing A-beta42, growth rescue, OD600, 48 h; response scale: 0% DMSO, 100% iron-clioquinol control | Potency, µM (top dose mostly 46.1 µM), inactives show at the highest dose growth rescue, usual class: activators | 410,000 tested, 0.063% active; further: potency means the concentration at half of the fitted maximal effect; nearly all actives have a fitted effect of over 55% in size
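Yeast A-beta toxicity model in growth medium with pinned compounds, 48 h at 30 C; growth read as absorbance at 600 nm. Normalized to FeCl3/clioquinol equimolar mix (positive) and DMSO (negative).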
* = called active by the depositor; i = inactive; ? = inconclusive; nt = no result given; & = joins results of further samples; ! = a repeat was not active; [ ] = dose if it differs, or a comment. Unless noted, the call rests on the fitted dose curve; in most records, active means well fitted curve in the direction sought with a large enough effect; inconclusive means small, poorly fitted or top-dose-only effect, or another doubt; inactive means no such curve, though single readings can be large; an effect the other way counts as inactive or inconclusive. This is a subset; the hit share may differ from the screen's.

#	SMILES	GLP1R inv ag	GLP1R cytotox	TDP43 rescue	PTHR1 agonist	MmCpn inh
1	CCCCn1c(N)c(N(CC(C)C)C(=O)c2ccc(N(C)S(=O)(=O)c3ccc(C)cc3)cc2)c(=O)[nH]c1=O	4%	7%	17%	i	-1%
2	C/C(=N\NC=O)c1ccncc1	23%	14%	19%	27%	2%
3	Cc1cc(C)nc(/N=c2/ssnc2Cl)c1	0%	0%	2.8µM*	-6%	-2%
4	CC(C)CC(=O)NN1CCCCC1	1%	-15%	-5%	-7%[57.5 µM]	-1%
5	O=C(Cn1cnc2c(nnn2Cc2ccc(F)cc2)c1=O)Nc1ccccc1	16%	0%	-9%	-2%	1%
6	O=C1CSC(=S)N1N=Cc1cccc(OCc2ccccc2)c1	15%	3%	15%	-11%	nt
7	Cc1cc(NC(=O)CS(=O)(=O)c2cn(C)c3ccccc23)no1	7%	-3%	?	i	1%
8	O=C1NC(=Nc2cccc(O)c2)S/C1=C\c1cccnc1	136%[activator]	-5%	-14%	i	-4%

#	FUS suppressor	aSyn rescue	pAkt inh	Abeta yeast res
1	-14%	6%	i	8%
2	-42%	-9%	i	-9%
3	nt	-65%[inhibitor]	i	17%
4	-26%	-1%	i	-5%
5	-6%	-3%	i	2%
6	20%	14%	i	-12%
7	-12%	-2%	i	8%
8	4%	0%	i	-7%

More structures follow:
#	SMILES	GLP1R inv ag	GLP1R cytotox	TDP43 rescue	PTHR1 agonist	MmCpn inh
9	CC1CCCCN1C(=S)NC(=O)c1cccs1 (stereo not drawn)	-29%	?	2%	i	-8%
10	O=C(COC(=O)c1ccc[nH]c1=O)NC1CCCCC1	12%	11%	4%	i	?
11	CC(NCC(O)COCc1ccc(Cl)cc1)c1ccccc1 (stereo not drawn)	?	-4%	-10%	-1%	1%
12	N/C(=N\OC(=O)CCCCCN1C(=O)c2ccccc2C1=O)c1ccccc1	4%	-4%	-2%	i	0%
13	CCOc1ccc(S(=O)(=O)N2CCCCC2)cc1NC(=O)c1c(CC)noc1C	6%	9%	20%	i	-1%
14	C=C(C)Cn1c(-c2ccc(OC)cc2)nc2ccccc21	?	7%	15%	i	1%
15	Cc1cnc(C(=O)NC2CCSc3ccccc32)cn1 (stereo not drawn)	1%	2%	21%	i	1%
16	CN1CCN(C(=O)c2cc(-c3ccco3)on2)CC1	28%	-16%	-9%	i	2%

#	FUS suppressor	aSyn rescue	pAkt inh	Abeta yeast res
9	-21%	-6%	i	nt
10	-37%	-1%	i	4%
11	-2%	6%	i	9%
12	29%	4%	i	9%
13	-3%	-1%	i	14%
14	-17%	-2%	i	0%
15	14%	9%	i	-4%
16	-5%	-7%	i	-8%

Next structures.
#	SMILES	GLP1R inv ag	GLP1R cytotox	TDP43 rescue	PTHR1 agonist	MmCpn inh
17	Cc1ccc2oc(C(=O)NCC3CCOCC3)c(C)c2c1	0%	-8%	20%	i	-3%
18	COc1ccccc1NC(=O)C(C)OC(=O)Cc1ccsc1 (stereo not drawn)	-3%	9%	30%	-3%	1%
19	O=C1CSc2ccccc2N1Cc1ccc(F)cc1	0%	-6%	13%	-9%[57.5 µM]	1%
20	CCCCN1C(=O)C(=O)NC[C@@H]1CCCCN	4%	13%	-20%	5%	nt
21	CCc1ccc(S(=O)(=O)Nc2ccc(O)c3c(=O)cc(-c4ccccc4Cl)oc23)cc1	?	1%	12%	i	2%
22	O=C(Nc1ccc(Cl)cc1)N1CCC(c2ccccc2)C1 (stereo not drawn)	?	-16%&-6%	11µM*!	-40%&-8%[inhibitor]	0%
23	COc1cccc(-c2nnc3sc(-c4ccccc4)nn23)c1	106%[activator]	11%	0%	i	3%
24	O=C(O)CC1=C(c2ccc(F)cc2)CCC1=O	18%	2%	0%	-23%	-24%

#	FUS suppressor	aSyn rescue	pAkt inh	Abeta yeast res
17	12%	-1%	i	-12%
18	5%	2%	i	16%
19	6%	19%	i	-11%
20	-7%	-8%	i	-8%
21	11%	15%	i	9%
22	-13%&-1%	1%	i	-18%&-11%
23	2%	0%	i	-20%
24	nt	-10%	i	-16%

The list goes on.
#	SMILES	GLP1R inv ag	GLP1R cytotox	TDP43 rescue	PTHR1 agonist	MmCpn inh
25	C[C@H](CO)N1C[C@H](C)[C@@H](CN(C)S(=O)(=O)c2ccc(F)cc2)Oc2ccc(NC(=O)c3ccncc3)cc2C1=O	30%[activator]	-24%	-17%	6%	-2%
26	O=C(NCc1nc2ccccc2n1Cc1ccccc1Cl)c1ccccc1	?	2%	0%	-8%	nt
27	NNC(=O)c1cccc(COc2ccccc2Br)c1	?	2%	6%	-17%[57.5 µM]	-5%
28	Cc1nnc(SCCn2c(Br)nc3c2c(=O)n(C)c(=O)n3C)s1	-1%	3%	-4%	i	1%
29	COc1cc(/C=C/C(=O)OCC(=O)NC2CCCCCCC2)ccc1O	?	-21%	?	-30%	-2%
30	O=[N+]([O-])c1ccc(NC(c2ccccc2)c2ccc3cccnc3c2O)cc1 (stereo not drawn)	?	0%	-76%[inhibitor]	-5%	nt
31	Cc1cccc(NC(=S)NC(=O)c2ccc(-c3ccccc3)cc2)n1	36%	?	12%	-25%	2%
32	Cc1cc(C)n2nc(C(=O)NCc3cccc(C(F)(F)F)c3)nc2n1	7%	0%	-2%	i	-1%

#	FUS suppressor	aSyn rescue	pAkt inh	Abeta yeast res
25	20%	-1%	i	0%
26	12%	nt	nt	20%
27	29%	0%	i	-3%
28	16%	22%	i	-4%
29	nt	11%	i	3%
30	-13%	9%	i	?
31	8%	9%	i	18%
32	-6%	-4%	i	-10%

Following part:
#	SMILES	GLP1R inv ag	GLP1R cytotox	TDP43 rescue	PTHR1 agonist	MmCpn inh
33	COc1ccccc1CNC(=O)COC(=O)c1cc2ccccc2o1	10%	2%	-7%	i	-2%
34	Cc1cccc(NCc2nc(-c3ccccc3)no2)c1	?	2%	6%	-1%	0%
35	O=C(CCS(=O)(=O)c1ccc(Cl)cc1)Nc1nccs1	-26%	?	0%	-25%	-3%
36	CNc1cncc(-c2ccc(CN3CCOCC3)cc2)n1	?	3%	9%	7%	nt
37	CCn1cc(/C=C(\NC(=O)c2ccccc2F)C(=O)N2CCN(C)CC2)c2ccccc21	-17%	16%	5%	i	nt
38	CC(=O)c1cccc(-c2ccnc3c2CC(C(=O)Nc2ccc(Cl)c(C(F)(F)F)c2)O3)c1 (stereo not drawn)	?	-2%	16µM*	0%	nt
39	O=C1c2ccccc2C(=O)N1S(=O)(=O)c1ccccc1	?	?	3%	i	1%
40	Cc1ccc(CNC(=O)Cn2c(=O)cc(C)c3c(C)nn(-c4cccc(F)c4)c32)cc1	5%	6%	17%	i	nt

#	FUS suppressor	aSyn rescue	pAkt inh	Abeta yeast res
33	nt	-8%	i	-10%
34	-10%	5%	i	?
35	15%	2%	i	-6%
36	-8%	-2%	i	0%
37	-8%	-1%	i	2%
38	40%	23%	i	8%
39	-7%	-5%	i	3%
40	2%	nt	nt	-4%

A different layout for some results above.
(33) COc1ccccc1CNC(=O)COC(=O)c1cc2ccccc2o1
  GLP1R inv ag: 10% | GLP1R cytotox: 2% | TDP43 rescue: -7% | PTHR1 agonist: i | MmCpn inh: -2% | FUS suppressor: nt | aSyn rescue: -8% | pAkt inh: i | Abeta yeast res: -10%
(34) Cc1cccc(NCc2nc(-c3ccccc3)no2)c1
  GLP1R inv ag: ? | GLP1R cytotox: 2% | TDP43 rescue: 6% | PTHR1 agonist: -1% | MmCpn inh: 0% | FUS suppressor: -10% | aSyn rescue: 5% | pAkt inh: i | Abeta yeast res: ?
(35) O=C(CCS(=O)(=O)c1ccc(Cl)cc1)Nc1nccs1
  GLP1R inv ag: -26% | GLP1R cytotox: ? | TDP43 rescue: 0% | PTHR1 agonist: -25% | MmCpn inh: -3% | FUS suppressor: 15% | aSyn rescue: 2% | pAkt inh: i | Abeta yeast res: -6%
(36) CNc1cncc(-c2ccc(CN3CCOCC3)cc2)n1
  GLP1R inv ag: ? | GLP1R cytotox: 3% | TDP43 rescue: 9% | PTHR1 agonist: 7% | MmCpn inh: nt | FUS suppressor: -8% | aSyn rescue: -2% | pAkt inh: i | Abeta yeast res: 0%

(cont.)
#	SMILES	GLP1R inv ag	GLP1R cytotox	TDP43 rescue	PTHR1 agonist	MmCpn inh
41	COc1ccccc1CSc1nc2c(c(=O)n(C)c(=O)n2C)n1C	12%	2%	12%	i	-1%
42	Cn1c(=N)n(CC(=O)c2ccc(Br)s2)c2ccccc21	?	-19%	6%	-24%	-4%
43	Cc1ccc(-c2nc3cccnc3s2)cc1NS(=O)(=O)c1ccc2c(c1)OCCO2	?	-7%	12%	-45%[inhibitor]	?
44	CCn1c2ccccc2c2cc(N=C3SC(CC(=O)Nc4ccccc4)C(=O)N3C)ccc21 (stereo not drawn)	?	-26%	-2%	i	0%

#	FUS suppressor	aSyn rescue	pAkt inh	Abeta yeast res
41	-34%	0%	i	-8%
42	11%	1%	i	0%
43	-16%	-2%	i	4%
44	52%	1%	i	10%

Compound activity from PubChem.
